MITF TRPM1 HTS – MITF TRPM1 promoter activation in melanoma cells; SK-MEL-5 TRPM1-promoter luciferase, 24 h; % of positive control, neutral wells = 0; activation, % at 12.5 µM; 300,000 tested, 0.75% active; AID 588334;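 active = mean activation of at least 80% with every replicate also reaching 80%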;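 also: 0% = neutral control wells and 100% = parthenolide positive control wells; values of inactives mirror those of a sister screen read the other way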
CAL PDZ FP-1 – blocks peptide binding to the human CAL PDZ domain; Q9HD26; AID 602252; purified CAL PDZ, TMR-peptide fluorescence polarization, 1 h; 300,000 tested, 0.92% active; inhibition, % at 24.9 µM;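 active = mean inhibition of at least 30% with at least half of replicates also reaching 30%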;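 also: 0% = DMSO neutral control and 100% = excess unlabeled competitor peptide PRC23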
phage Ecoli inh – E. coli growth loss with phage present. 360,000 tested, 0.26% active. growth absorbance. inhibition, % at 11.9 µM; in the data active = inhibition above about 11%
Wnt act – activates Wnt/beta-catenin signaling in a reporter cell assay; activator, plate reader; 300,000 tested, 1.2% active; activation, % at 9.35 µM; in the data active = activation above about 30%, passing the limit was not always enough;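 also: 0% = neutral control wells and 100% = positive control wells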
SR-BI HDL uptake – inhibitors of mouse SR-BI mediated HDL lipid uptake; ldlA[mSR-BI] CHO cells, DiI-HDL uptake fluorescence, 3 h; inhibition, % at 12.5 µM; Q61009; 320,000 tested, 0.96% active;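 active = mean replicate inhibition of at least 70% and a set share of replicates each scoring 70 or more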;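 also: 0% = median of neutral control wells and 100% = median of positive control wells; values of inactives mirror those of a sister screen read the other way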
Target sequence (Q61009 whole entry, looked up): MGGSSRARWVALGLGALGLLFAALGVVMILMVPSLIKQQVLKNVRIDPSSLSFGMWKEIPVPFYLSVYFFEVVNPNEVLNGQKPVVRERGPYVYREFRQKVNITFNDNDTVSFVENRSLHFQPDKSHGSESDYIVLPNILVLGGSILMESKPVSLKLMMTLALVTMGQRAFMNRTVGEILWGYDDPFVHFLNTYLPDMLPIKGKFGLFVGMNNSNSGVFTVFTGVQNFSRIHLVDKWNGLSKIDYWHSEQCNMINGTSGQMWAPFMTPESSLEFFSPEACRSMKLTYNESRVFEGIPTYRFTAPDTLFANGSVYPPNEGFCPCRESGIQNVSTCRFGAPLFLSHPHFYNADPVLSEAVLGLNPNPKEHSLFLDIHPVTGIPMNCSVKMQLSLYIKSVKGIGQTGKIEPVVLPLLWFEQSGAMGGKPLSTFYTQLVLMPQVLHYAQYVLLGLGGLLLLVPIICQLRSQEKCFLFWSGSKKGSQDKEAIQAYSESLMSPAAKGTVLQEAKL
SR-BI DiI-HDL act – SR-BI HDL lipid transfer activation | 320,000 tested, 0.096% active | CHO ldlA[mSR-BI] cells, DiI-HDL uptake fluorescence, 3 h; 100 = double the neutral-control signal | AID 504775 | activation, % at 12.5 µM;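 active = mean replicate activation of at least 60% and every replicate at or above 60%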;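 also: 0% = median plate neutral-control signal and 100% = twice that signal; values of inactives mirror those of a sister screen read the other way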
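material = CHO ldlA[mSR-BI] cells | medium = Ham's F12 with 0.5% BSA, HEPES 25 mM, pH 7.4 | reagent = fluorescent DiI-HDL, 10 µg/mL final | compound dosing = single-point compound dose | incubation = 3 h, 37 °C | measured by = bottom-read fluorescence, 550/595 nm | measure = HDL uptake via cellular fluorescence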
AddAB inh – less growth of phage-infected E. coli with AddAB | E. coli expressing H. pylori AddAB, absorbance growth | inhibition, % at 11.9 µM | 330,000 tested, 0.29% active | AID 435030; in the data active = inhibition above about 12%;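 also: 0% = vehicle wells of infected cells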
Tat export inh – blocks Tat-dependent protein export in E. coli; E. coli MC4100 TorA-mCherry Tat export, fluorescence; inhibition, % at 10 µM; 340,000 tested, 0.036% active; AID 488895;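 active = mean replicate inhibition at least 50% and at least half of replicates individually reaching 50%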;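 also: exported cargo escapes ClpAP degradation while cytoplasmic cargo is degraded and loses fluorescence; 0% = median of neutral control wells and 100% = median of NaSCN control wells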
CAL PDZ FP-2 – blocks peptide binding to human CAL PDZ domain. inhibition, % at 20 µM. purified CAL PDZ, TMR-peptide fluorescence polarization, 1 h. 330,000 tested, 0.02% active. AID 504414;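 active = highest replicate inhibition of at least 40%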;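 also: plate controls were DMSO neutral control wells for no effect and unlabeled competitor peptide control wells for full effect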
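Control set: unlabelled peptide and DMSO controls / Material: purified CerCALP PDZ construct / Timing: 1 h incubation at room temperature before polarization reading / Doses: 20 µM, one dose / Detection: fluorescence polarization (mP)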
Ecoli viability – counter-screen for AddAB inhibitors: E. coli growth inhibition; 330,000 tested, 0.27% active; E. coli V3065 growth, OD600 absorbance, 18 h; inhibition, % at 11.9 µM; AID 449728;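 active = inhibition above the campaign's mean inhibition across all tested compounds plus 3 SD, cut at about 9.9% in these data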;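 also: uninfected addAB+ strain grown without phage in ampicillin broth; 0% = DMSO wells and 100% = ciprofloxacin 0.95 µg/ml wells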
* hit, by the source's call; · = no result given.

SMILES | MITF TRPM1 HTS | CAL PDZ FP-1 | phage Ecoli inh | Wnt act | SR-BI HDL uptake | SR-BI DiI-HDL act | AddAB inh | Tat export inh | CAL PDZ FP-2 | Ecoli viability
O=C(OCC(=O)N1CCN(C(=O)c2ccco2)CC1)c1ccccc1OCc1ccccc1 | 0 | -1 | 0.1 | · | 29 | · | 4.7 | 16 | -1.7 | -1.1
Cc1cccc(C(=O)Nc2ccc3c(c2)C(=O)NC3=O)c1 | 25 | · | 2.5 | -2 | -5 | 5 | 3.2 | -5 | -0.1 | 1.4
CCOCCCNC(=O)c1cc(Nc2ccc(OC)cc2OC)nc2ccccc12 | 1 | 0 | 3.3 | -1 | 32 | -33 | 0.7 | -8 | -0.7 | -1.0
O=C(NCC1CCCCC1)c1cccc(S(=O)(=O)NCc2cccnc2)c1 | 9 | -2 | 0.3 | 1 | -11 | 11 | -1.0 | -2 | 0.1 | 1.1
CCCCn1c(CCc2ccccc2)nc2cc3[nH]c(=O)c(C(C)C)nc3cc21 | -6 | 4 | 0.8 | -9 | 18 | -18 | 1.9 | -5 | -0.6 | -1.5
COC(=O)Cn1c2[n+](c3ccccc31)CC(O)CS2 (centres undefined) | · | · | 2.1 | · | 9 | -9 | 0.1 | -2 | -0.1 | -2.0
CCOC(=O)Nc1sc2c(c1C#N)CCCC2 | 91* | -11 | 3.3 | · | 42 | -42 | 0.3 | 2 | -0.4 | -1.4
Cc1c(C)c2c(OCC(=O)NCc3cccnc3)cc3c(c2oc1=O)CCC(C)(C)O3 | 7 | -5 | 1.4 | -1 | 9 | -9 | 3.7 | -6 | 1.1 | 0.0
CCOc1ccccc1NC(=S)NCCc1ccccc1 | -1 | -16 | 4.7 | -2 | 25 | -25 | 2.5 | -5 | -3.4 | 0.9
O=C1c2ccccc2C(=O)N1n1c(=O)[nH]c2ccccc2c1=O | -1 | · | 1.1 | · | -15 | 15 | 0.3 | -2 | 0.4 | -2.4
Cc1ccc2c(Cl)cc(Cl)c(OCC(=O)N(C(C)C)C(C)C)c2n1 | 2 | 1 | -3.2 | 1 | 30 | -30 | -8.1 | -2 | -0.9 | -3.8
Cc1c(NC(=O)C(C)OC(=O)COc2ccccc2)c(=O)n(-c2ccccc2)n1C (centres undefined) | -4 | 4 | -1.4 | -1 | 1 | -1 | 2.9 | 1 | 1.1 | -0.2
N#CCC(=O)Nc1ccc(C(=O)NNC(=S)NC2CCCCC2)cc1 | · | · | 2.6 | -4 | · | · | 0.1 | · | · | -1.1
N/C(=N\OC(=O)c1ccccc1Cl)c1cccnc1 | 31 | -2 | 2.8 | · | -8 | 8 | 1.7 | 1 | -0.4 | 1.1
CCCCC1S/C(=N/N=C/c2ccc(OC)cc2)N(Cc2ccc(OC)cc2)C1=O (centres undefined) | · | 0 | 1.2 | · | 19 | -19 | 0.5 | -2 | 0.6 | 0.8
COc1ccc(Nc2nc(N)nc(CSC(=S)N3CCN(c4ccccc4)CC3)n2)cc1 | 2 | -4 | 3.6 | -2 | 31 | -31 | 4.0 | 4 | 0.3 | -0.7
C=CCNC(=S)NNC(=O)CC12CC3CC(CC(C3)C1)C2 | · | -2 | 1.6 | -1 | -15 | 15 | 5.7 | 11 | -0.2 | 3.6
O=C1CNC(=O)/C(=C/c2ccco2)N1 | -2 | 4 | 3.0 | -4 | -9 | 9 | 2.7 | 3 | -0.4 | 1.6
COc1ccc(F)cc1C(=O)C1CCCN(C(=O)c2ccc(C(C)=O)s2)C1 (centres undefined) | 11 | · | 0.3 | -1 | -6 | 6 | 3.7 | -3 | -0.9 | 0.3
O=C(C1CC2C=CC1C2)N1CCN(c2ccccc2)CC1 (centres undefined) | 10 | 2 | 3.2 | -1 | -21 | 21 | 3.8 | 0 | -0.3 | 1.1
Cc1ccc2c(c1)NC(=O)C(CC(=O)NCCCN1CCN(c3cc(Cl)ccc3C)CC1)O2 (centres undefined) | 6 | · | 1.4 | -3 | 32 | -32 | 1.6 | -6 | -1.3 | -1.7
Cc1ccc(CNC(=O)C2CCCN(S(=O)(=O)c3cnc[nH]3)C2)cc1 (centres undefined) | 10 | -5 | 0.9 | -4 | -14 | 14 | 3.6 | -1 | -0.5 | 0.9
O=C(Nc1ccc(S(=O)(=O)N2CCc3ccccc3C2)cc1)c1ccccc1 | -14 | 1 | 2.8 | · | 60 | -60 | 1.9 | 2 | -0.3 | 4.4
COC(=O)Cc1[nH]n(-c2nc3ccccc3s2)c(=O)c1C(C)=Nc1ccc(Cl)cc1 | -79 | -5 | 0.9 | 19 | -3 | 3 | -1.0 | -1 | 0.4 | 2.6
COc1ccccc1NC(=S)NCC1CCCCC1 | 7 | 1 | 6.1 | -3 | 50 | -50 | -1.7 | -9 | -0.5 | -0.7

Next part (3 carried over from the part before).
SMILES | MITF TRPM1 HTS | CAL PDZ FP-1 | phage Ecoli inh | Wnt act | SR-BI HDL uptake | SR-BI DiI-HDL act | AddAB inh | Tat export inh | CAL PDZ FP-2 | Ecoli viability
O=C(Nc1ccc(S(=O)(=O)N2CCc3ccccc3C2)cc1)c1ccccc1 | -14 | 1 | 2.8 | · | 60 | -60 | 1.9 | 2 | -0.3 | 4.4
COC(=O)Cc1[nH]n(-c2nc3ccccc3s2)c(=O)c1C(C)=Nc1ccc(Cl)cc1 | -79 | -5 | 0.9 | 19 | -3 | 3 | -1.0 | -1 | 0.4 | 2.6
COc1ccccc1NC(=S)NCC1CCCCC1 | 7 | 1 | 6.1 | -3 | 50 | -50 | -1.7 | -9 | -0.5 | -0.7
CCOC(=O)c1ccc(NC(=S)NCCCN2CCN(C3CCCCC3)CC2)cc1 | -12 | -7 | 3.1 | 0 | 9 | -9 | -0.1 | -3 | -0.6 | -2.2
CCCC(=O)NC(Nc1ccc(S(=O)(=O)Nc2cc(C)on2)cc1)(C(=O)OCC)C(F)(F)F (centres undefined) | · | -2 | 3.8 | 2 | -6 | 6 | 2.3 | -6 | -0.7 | 0.2
Cc1ccc(CONC(=O)c2ccccc2)cc1 | 67 | 1 | 0.9 | 27 | 2 | -2 | 1.8 | 1 | -0.9 | 2.8
Cc1cc(C)nc(NC(=O)c2ccc(Br)s2)n1 | · | -5 | 1.4 | 7 | -32 | 32 | 0.1 | 21 | 0.3 | -1.2
CC(=O)Nc1nc(-c2ccc3c(c2)CCN3C(=O)C2CC2)c(C)s1 | -12 | -5 | 0.1 | -5 | 95* | -95 | 2.9 | -3 | -0.6 | -1.9
C=CCn1c(SCC(=O)NCc2ccco2)nc2ccccc2c1=O | 1 | 4 | 3.2 | -1 | 2 | -2 | 1.3 | -2 | -0.5 | 0.3
Cn1ccc(=Nc2ccc(NC(=O)c3ccc(N=c4ccn(C)c5ccc([N+](=O)[O-])cc45)cc3)cc2)cc1 | 18 | -2 | 71* | 0 | 9 | -9 | 95* | 112* | 3.7 | 103*
CCC(COC(=O)c1ccccc1)Oc1cc(NCc2ccccc2)c2ncn(C(C)C)c2c1 (centres undefined) | -13 | 0 | 1.9 | -9 | 11 | -11 | -3.0 | -5 | 1.2 | -6.3
COc1ccc(NS(=O)(=O)c2cc(N=Nc3c(O)[nH]c(=O)[nH]c3=O)ccc2Cl)cc1 | -14 | -3 | 3.5 | -5 | 4 | -4 | -0.8 | -3 | -1.5 | -1.4
CC(CN1CCOCC1)OC(=O)c1ccc(Cl)cc1Cl (centres undefined) | · | -2 | 0.9 | 0 | -12 | 12 | -1.9 | -8 | -1.2 | -0.8
CCOC(=O)c1cccc(NC(=O)Cn2nc(C)n3cccc3c2=O)c1 | -5 | · | 0.8 | -2 | 6 | -6 | 1.9 | -4 | -0.9 | -1.0
CCCNC(=O)c1nc2ncc(Br)cn2n1 | -4 | 1 | 2.0 | -1 | 0 | 0 | 3.1 | -1 | -0.7 | 0.8
O=C(O)c1cccc(C(=O)Nc2cccc(NC(=O)C3CCCO3)c2)c1 (centres undefined) | -48 | -2 | 3.8 | · | -25 | 25 | 2.9 | -2 | -0.5 | 0.7
COC(=O)C1C(c2ccccc2)C(C(=O)N2CCN(C)CC2)C1c1ccccc1 (centres undefined) | · | -5 | 1.9 | -4 | -6 | 6 | 1.0 | 2 | -1.5 | 1.3
COc1ccccc1-c1cccc([C@@H]2C[C@H]3[C@H](CON3C)CN2C)c1 | 2 | -5 | 3.2 | -3 | -5 | 5 | · | 12 | 1.1 | ·
Fc1cccc(CN2CCSCC2)c1 | 7 | 6 | 0.9 | 0 | -3 | 3 | · | -1 | -1.4 | ·
C/C(=N\NC(=O)c1ccc(=O)[nH]n1)c1cccnc1 | 1 | -2 | 0.9 | 13 | -37 | 37 | 1.8 | 5 | -3.9 | 1.1
C/C(CC(=O)NCc1ccco1)=N\NC(=O)c1ccc(Cl)cc1Cl | -10 | · | 1.7 | 1 | · | · | 0.9 | 3 | 0.1 | -0.1
Cn1c(COc2ccccc2)nnc1SCc1cc(=O)[nH]c2ccccc12 | · | 1 | -0.9 | -7 | -6 | 6 | 2.6 | 1 | -0.7 | -3.7
O=C(COc1ccc(F)cc1)N(Cc1ccc(Cl)cc1)C1CCS(=O)(=O)C1 (centres undefined) | -1 | -2 | 1.0 | 2 | 4 | -4 | -0.1 | 4 | -2.8 | -3.8
COCCCNC(=O)c1ccc(Cn2c(=O)c3ccccc3n(CC(=O)NCCc3ccc(OC)c(OC)c3)c2=O)cc1 | -1 | -1 | -0.4 | 2 | 81* | -81 | 1.3 | -5 | 2.5 | -2.1
COc1ccc(C(=O)CCNc2ccc(F)cc2)cc1 | · | -3 | 2.0 | 10 | · | · | -0.7 | -3 | 1.7 | 1.1
CN(C)c1ccc(C2OC(=O)C3(CCCC3)C(=O)C2(C)C)cc1 (centres undefined) | -9 | -4 | 3.4 | · | 13 | -13 | 4.7 | 0 | · | 1.6
Cc1ccc(NC(=O)c2cccc(S(C)(=O)=O)c2)cc1 | 23 | -5 | 3.1 | 24 | 18 | -18 | 1.8 | 12 | · | -2.8

A second format for some results above.
> O=C(COc1ccc(F)cc1)N(Cc1ccc(Cl)cc1)C1CCS(=O)(=O)C1 (centres undefined)
  MITF TRPM1 HTS = -1 | CAL PDZ FP-1 = -2 | phage Ecoli inh = 1.0 | Wnt act = 2 | SR-BI HDL uptake = 4 | SR-BI DiI-HDL act = -4 | AddAB inh = -0.1 | Tat export inh = 4 | CAL PDZ FP-2 = -2.8 | Ecoli viability = -3.8

> Cn1c(COc2ccccc2)nnc1SCc1cc(=O)[nH]c2ccccc12
  MITF TRPM1 HTS = · | CAL PDZ FP-1 = 1 | phage Ecoli inh = -0.9 | Wnt act = -7 | SR-BI HDL uptake = -6 | SR-BI DiI-HDL act = 6 | AddAB inh = 2.6 | Tat export inh = 1 | CAL PDZ FP-2 = -0.7 | Ecoli viability = -3.7
